# PP5 inh = inhibitors of human protein phosphatase 5 (PP5). P53041. purified PP5c, OMFP substrate fluorescence. inhibition, % at 6.7 µM. hit rate 0.18% among 320,000;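 active means inhibition above the campaign's mean inhibition across all tested compounds plus 3 SD, cut at about 9.5% in these data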;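 further: 0% = DMSO only and 100% = 100 µM cantharidin control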
# PP1 counter = PP1-alpha (human) inhibition in PP5 counter-screen; P62136; purified PP1alpha, OMFP fluorescence; inhibition, % at 6.7 µM; hit rate 0.9% among 320,000; AID 2235;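 active means inhibition above the mean inhibition of all tested compounds plus 3 SD, computed separately for each screening campaign, cut at about 15% in these data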
# Efflux pump inh = blocks antifungal efflux pumps in multiplex yeast assay; inhibition, % at 10 µM; S. cerevisiae Candida pump triplex, Nile Red efflux; AID 485275; hit rate 0.44% among 330,000;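 active means plate passing quality check with inhibition over a set limit, or well fluorescence over plate mean plus 4 SD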;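 further: Nile Red retained in pooled yeast measured as flow cytometry median fluorescence; 0% = buffer negative control and 100% = Enniatin B positive control; higher means more Nile Red kept so more efflux inhibition; some compounds called inactive have numbers as strong as hits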
# PREPL inhibitor = human PREPL enzyme inhibition. Q4J6C6. hit rate 0.68% among 320,000. inhibition, % at 5.96 µM. recombinant PREPL, fluorescence polarization activity-based probe. AID 2751; in the data active means inhibition above about 43%;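 further: 0% = enzyme with DMSO and 100% = wells lacking enzyme; many of its hits are not listed in these tables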
# Target sequence (Q4J6C6 whole entry, looked up): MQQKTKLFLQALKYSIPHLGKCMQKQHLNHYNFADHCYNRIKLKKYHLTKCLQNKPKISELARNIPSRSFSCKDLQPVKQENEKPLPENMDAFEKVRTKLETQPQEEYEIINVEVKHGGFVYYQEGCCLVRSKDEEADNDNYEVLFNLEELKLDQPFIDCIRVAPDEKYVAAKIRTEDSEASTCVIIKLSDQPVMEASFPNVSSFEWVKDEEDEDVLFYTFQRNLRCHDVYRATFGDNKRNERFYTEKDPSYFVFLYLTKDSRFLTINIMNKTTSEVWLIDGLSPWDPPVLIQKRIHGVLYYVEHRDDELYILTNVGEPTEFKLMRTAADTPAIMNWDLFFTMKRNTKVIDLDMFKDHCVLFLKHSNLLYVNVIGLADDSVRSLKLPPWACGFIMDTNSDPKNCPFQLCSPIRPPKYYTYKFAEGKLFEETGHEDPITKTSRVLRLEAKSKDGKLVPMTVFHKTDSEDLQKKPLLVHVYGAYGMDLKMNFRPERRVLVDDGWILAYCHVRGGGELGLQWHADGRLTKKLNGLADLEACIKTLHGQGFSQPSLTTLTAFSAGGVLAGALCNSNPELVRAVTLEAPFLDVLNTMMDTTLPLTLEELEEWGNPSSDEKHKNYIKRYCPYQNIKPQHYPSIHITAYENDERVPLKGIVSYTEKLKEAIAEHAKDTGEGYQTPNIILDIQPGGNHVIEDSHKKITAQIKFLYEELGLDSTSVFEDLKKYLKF
# core dimer inh = HCV core protein dimerization inhibition | TR-FRET GST/Flag-core106 dimerization, 1536-well | inhibition, % at 5 µM | hit rate 0.33% among 300,000 | AID 1899;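 active means inhibition above the mean of all tested compounds plus 3 SD, set per screening campaign, cut at about 45% in these data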
#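 Assay system: tagged HCV core106 pair (GST and Flag); medium: KF-containing HEPES buffer, pH 7.45, DTT, CHAPS, BSA; also added: Eu donor and XL665 acceptor anti-tag antibodies; dosing: 5 µM single dose; timing: compound-protein-antibody incubation 4 h at 22.5 °C; signal: TR-FRET 671 and 617 nm emission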
# ZTA DNA inh = ZTA (EBV) inhibition in EBNA-1 counter-screen. P03206. ZTA-DNA binding, fluorescence polarization. inhibition, % at 11 µM. hit rate 0.15% among 320,000. AID 2234; in the data active means inhibition above about 33%
# Target sequence (P03206 whole entry, looked up): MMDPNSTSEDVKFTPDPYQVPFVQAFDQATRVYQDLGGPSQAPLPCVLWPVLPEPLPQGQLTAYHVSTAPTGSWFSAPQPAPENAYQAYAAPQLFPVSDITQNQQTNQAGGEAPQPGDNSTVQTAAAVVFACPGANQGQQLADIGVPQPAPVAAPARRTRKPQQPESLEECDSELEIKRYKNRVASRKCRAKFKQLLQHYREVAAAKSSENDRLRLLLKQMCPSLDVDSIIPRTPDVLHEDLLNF
# EBNA-1 inhibitor = blocks EBNA-1 binding to DNA; EBNA-1 DNA binding, fluorescence polarization; hit rate 0.34% among 300,000; inhibition, % at 14.8 µM; in the data active means inhibition above about 28%
# Fh CTSL1 inh = counter-screen for PFM18AAP inhibitors: inhibitors of F. hepatica cathepsin L1; inhibition, % at 5.96 µM; AID 1906; recombinant F. hepatica cathepsin L1, Z-Leu-Arg-MCA fluorescence; hit rate 0.49% among 300,000;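 active means inhibition above the mean of all tested compounds plus 3 SD, set per screening campaign, cut at about 17% in these data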;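 further: 0% = plate median of test compound wells and 100% = 1 µM Z-Phe-Ala-diazomethylketone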
# TPT1 inh = C. albicans TPT1 enzyme inhibition. recombinant caTPT1, FP RNA substrate dephosphorylation. inhibition, % at 5 µM. hit rate 0.81% among 300,000;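 active means inhibition above the mean of all tested compounds plus 3 SD, set per screening campaign, cut at about 24% in these data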;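 further: plate controls were DMSO alone for no effect and ferristatin control at 100 nM for full effect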
# * marks the source's active call; other numbers are inactive results; x = no result given. A portion of the library; the hit share may differ from the screen's.
SMILES,PP5 inh,PP1 counter,Efflux pump inh,PREPL inhibitor,core dimer inh,ZTA DNA inh,EBNA-1 inhibitor,Fh CTSL1 inh,TPT1 inh
Cc1ccc(C(=O)NNC(=O)C2CCN(c3nccc(C)n3)CC2)cc1,0.0,-3,-0.1,2,-5,-2,5,1,-2
COc1ccccc1CNC(=O)c1cnccn1,0.1,0,-0.2,10,5,-4,13,3,-2
Cc1ccc(C(=O)OC(C)CN2CCOCC2)cc1 (centres undefined),-1.1,0,0.1,13,3,0,-9,5,-1
Cc1ccc(-n2c(C)cc(C(=O)CN3CCOCC3)c2C)cc1,0.9,0,-0.1,0,-2,1,4,-5,1
Cc1cccc(C)c1NC(=O)CNC(=O)c1cncc(Br)c1,-1.6,-7,-0.1,-6,7,4,9,-4,-1
COc1ccc(C(=O)COC(=O)c2cnc(C)cn2)cc1OC,0.0,-9,0.0,0,x,4,x,x,x
CC(=O)Nc1ccc(SCC(=O)OCC(=O)NC(=O)NCCC(C)C)cc1,-0.6,-6,-0.2,4,-1,-4,5,-4,-5
Cc1ncc(CO)c2cc(C(N)=O)c(=Nc3ccccc3)oc12,1.6,2,-0.2,17,-10,-5,-8,-1,-6
N#Cc1nccnc1N1CCN(C(=O)Nc2ccccc2)CC1,2.2,-2,0.3,13,-1,8,-14,-3,-2
Cc1ccc(NC(=S)NC(NC(=O)N(C)C)C(Cl)(Cl)Cl)cc1 (centres undefined),-0.2,-2,-0.3,2,1,-19,-8,0,0
Cc1cc(C)cc(N(C(C)C(=O)N2CCOCC2)S(C)(=O)=O)c1 (centres undefined),1.4,-5,-0.1,17,-4,-10,5,0,-6
O=C(O)/C(=C\c1ccccc1OC(F)F)c1ccc(-c2ccccc2)cc1,3.4,11,-0.1,3,16,11,6,0,-2
Cc1ccccc1Nc1nc(N)nc(COC(=O)[C@@H](NC(=O)c2c(F)cccc2F)C(C)C)n1,0.1,-11,0.2,-16,-4,-5,-13,-3,1
COc1ccc(OC)c(NC(=O)CSc2nnc(CNC(=O)c3cc(OC)c(OC)c(OC)c3)o2)c1,2.1,-1,-0.1,-2,-1,4,-5,-2,-1
O=C(NC1CCCC1)C1CCCN1S(=O)(=O)c1cccc2cccnc12 (centres undefined),-1.7,1,-0.1,-2,-2,-8,0,-1,-6
CCOC(=O)c1c(C)[nH]c(N=Nc2cccc(C)c2)c1C,5.3,4,0.0,5,-6,6,-2,3,-5
O=S(=O)(Nc1nc(CN2CCOCC2)nc2sc3c(c12)CCCC3)c1cc(F)ccc1F,-0.1,0,0.0,4,13,-11,-9,-2,12
CCCCNC(=O)CCCCC(=O)N/N=C/c1cccc(Cl)c1,-0.2,1,0.0,3,-1,-13,15,0,-1
CCOC(=O)Cc1csc(NC(=O)c2ccc3ncsc3c2)n1,-1.1,-4,0.2,-5,3,-3,-3,-2,5
CCCNc1c(F)c(F)c2c(C)c3ccccc3nc2c1F,3.8,3,0.0,13,24,6,4,2,-116
COc1ccc(C2SCC(=O)N2c2nc3ccccc3s2)cc1 (centres undefined),4.4,3,-0.1,-14,-3,4,4,0,-2
CC(C)CC(C(=O)O)N1C(=O)C2C3CC(C2C1=O)C1C(c2ccccc2)c2sc(=O)[nH]c2SC31 (centres undefined),-1.4,-3,-0.1,8,3,3,2,2,0
COc1cccc(C(=O)N2CCN(CCCc3ccccc3)CC2)c1OC,0.6,-5,0.0,6,1,12,8,-3,2
Cc1ccc(OCC(=O)Nc2ccc(N(C)C)cc2)cc1,1.8,-1,0.0,29,-10,2,11,1,-4
N#Cc1ccc(CSc2nnc(NC(=O)C3CC(=O)N(c4ccc5c(c4)OCCO5)C3)s2)cc1 (centres undefined),5.2,5,0.2,20,64*,-8,-10,-6,1

# Reprinted from the part before: 4 compounds, then new ones.
SMILES,PP5 inh,PP1 counter,Efflux pump inh,PREPL inhibitor,core dimer inh,ZTA DNA inh,EBNA-1 inhibitor,Fh CTSL1 inh,TPT1 inh
CC(C)CC(C(=O)O)N1C(=O)C2C3CC(C2C1=O)C1C(c2ccccc2)c2sc(=O)[nH]c2SC31 (centres undefined),-1.4,-3,-0.1,8,3,3,2,2,0
COc1cccc(C(=O)N2CCN(CCCc3ccccc3)CC2)c1OC,0.6,-5,0.0,6,1,12,8,-3,2
Cc1ccc(OCC(=O)Nc2ccc(N(C)C)cc2)cc1,1.8,-1,0.0,29,-10,2,11,1,-4
N#Cc1ccc(CSc2nnc(NC(=O)C3CC(=O)N(c4ccc5c(c4)OCCO5)C3)s2)cc1 (centres undefined),5.2,5,0.2,20,64*,-8,-10,-6,1
COc1ccc(CCNC(=O)c2ccc(Cl)c(S(=O)(=O)N3CCCC3)c2)cc1,-0.7,-1,-0.1,6,x,7,x,x,x
Cc1cs/c(=N\N=C2CCCCC2)n1Cc1ccco1,-2.9,-1,0.0,4,-4,15,0,-1,5
N/C(=N\OC(=O)c1ccccc1Cl)c1cccc([N+](=O)[O-])c1,-0.1,-4,-0.1,10,-1,5,3,2,-3
O=C(NCC(=O)N(c1cccc(F)c1)C(C(=O)NC1CCCC1)c1cccnc1)c1cccs1 (centres undefined),-1.8,-5,0.0,1,4,5,2,-2,1
O=C(O)c1cc(-c2ccc3c(c2)OCCO3)n[nH]1,-1.6,-3,0.0,-6,1,18,7,1,1
Cc1cc(=O)[nH]c(-c2ccccc2OC(F)(F)F)n1,-3.5,-3,0.8,-7,-3,8,9,-2,1
Oc1ccc(Cl)cc1CNCc1ccc(C(F)(F)F)cc1,2.6,8,-0.2,-5,-10,-7,9,4,-2
O=C(NNC(=O)c1csc(N2CCOCC2)n1)c1cccnc1,0.6,-9,0.0,-7,-3,-3,-5,-1,-2
CCn1c(=O)c(C(=O)Nc2ccc(C)cc2C)c(O)c2ccccc21,-2.1,-4,0.0,47*,-11,-5,-16,2,-5
Cc1cc(/C=C2/NC(=O)N(Cc3ccccc3F)C2=O)c(C)n1C,-0.4,5,0.0,15,10,-7,2,1,3
CCOc1ccc(N(C(=O)c2ccc3c(c2)OCO3)C2C=CS(=O)(=O)C2)cc1 (centres undefined),0.7,1,0.1,-26,4,-13,-11,-2,-2
CCC(=O)Nc1cc(SCCO)cc([N+](=O)[O-])c1,2.9,-3,0.2,18,-1,3,-14,-5,4
NC(=O)CC[C@@H]1NC(=O)[C@H](Cc2ccc(O)cc2)NC(=O)c2cc([N+](=O)[O-])cc(F)c2OCC[C@@H](C(N)=O)NC1=O,0.3,1,0.2,-1,-9,9,9,6,-1
CCc1cccc(NC(=O)C2CCCN(S(=O)(=O)c3ccc4[nH]c(=O)ccc4c3)C2)c1 (centres undefined),0.2,-1,-0.1,-6,3,17,7,-3,-1
O=C(O)/C=C/c1cnc[nH]1,1.5,-1,-0.1,-7,4,3,2,5,-1
CCCCN(C)C(=O)C1CCN(Cc2cccc(OCc3ccccc3)c2)CC1,-0.1,-2,0.0,30,5,11,4,0,1
O=C1CC(c2ccc3c(c2)OCO3)CN1 (centres undefined),-2.2,-3,-0.1,2,-1,4,-2,2,-1
CC(/C=N/NC(=S)Nc1cccc(S(=O)(=O)N(C)C)c1)c1ccccc1 (centres undefined),4.2,2,-0.1,3,1,9,-18,1,-2
FC(F)(F)c1nnc2c(Sc3ccccc3)nc3ccc(Cl)cc3n12,-3.5,-1,-0.1,10,4,6,5,0,-1
CN(C(=O)Cn1nnc(-c2ccc(F)cc2)n1)C1CCS(=O)(=O)C1 (centres undefined),0.3,-3,0.1,7,x,10,x,x,x
O=c1c(-c2n[nH]c(=S)n2-c2ccccc2)cccn1Cc1cccc(Cl)c1,-2.4,-1,0.0,14,8,-1,-13,0,-1
Cc1nn(-c2ccc(Cl)cc2)c2[nH]c(=O)c(CNCc3ccc4c(c3)OCO4)cc12,-0.7,6,-0.2,15,-3,-12,1,5,-3
Cc1ccc(OCc2nc(-c3ccccn3)no2)c(Br)c1,0.7,1,0.0,11,0,-10,-6,1,1
O=C(COC(=O)/C=C/c1ccc(OC(F)F)cc1)Nc1cccc(S(=O)(=O)N2CCCC2)c1,2.4,0,0.2,2,6,-2,7,-4,1
CCn1nc(NC(=O)C2CCCO2)c2cc3cc(C)ccc3nc21 (centres undefined),0.2,1,-0.2,6,-13,-2,0,4,-3
SMILES,PP5 inh,PP1 counter,Efflux pump inh,PREPL inhibitor,core dimer inh,ZTA DNA inh,EBNA-1 inhibitor,Fh CTSL1 inh,TPT1 inh
Cc1c(N(C)C(=O)C23CC4CC(CC(C4)C2)C3)c(=O)n(-c2ccccc2)n1C,-1.8,2,0.0,17,4,-12,3,1,3
Cc1ccc2nc(N/N=C/c3ccccc3F)nc(-c3ccccc3)c2c1,3.1,11,0.1,6,6,-27,-6,5,-1
COC(=O)Cc1[nH]nc2c1C(c1c[nH]c3ccccc13)C(C#N)=C(N)O2 (centres undefined),2.2,-1,-0.1,4,-17,6,-3,1,-1
NC(=O)c1ccc(C23CC4CC(CC(C4)C2)C3)o1,0.2,-2,0.1,1,0,1,2,-2,0
CCOc1ccc(N=C2SCC(=O)N2CC)cc1,1.1,-6,0.0,-2,1,-5,1,-1,-3
Cc1nc2nc3c(c(=O)n2[nH]1)CCC3,-1.1,2,0.0,10,-7,-5,7,-1,-3
COc1ccc(N(CC(=O)NCc2ccccc2Cl)S(=O)(=O)c2c(C)n[nH]c2C)cc1,0.9,-4,0.1,4,3,0,7,-6,-5
O=C(c1ccc(CS(=O)Cc2ccc(Cl)cc2)o1)N1CCN(c2cccc(Cl)c2)CC1 (centres undefined),1.0,4,-0.1,2,10,9,2,0,-2
COc1cccc(N(CC(=O)N2CCN(C)CC2)S(=O)(=O)c2ccc(C)cc2)c1,0.1,-3,0.0,-4,3,-4,11,-4,-1
COc1ccc(CCNC(=O)c2ccc(S(=O)(=O)N(C)c3ccccc3)cc2)cc1OC,-0.2,-4,-0.1,-5,14,11,11,-3,0
COc1ccc2c(c1OC)C(=O)OC2n1c(O)c(N=NC(C)=O)c2ccccc21 (centres undefined),-1.1,2,-0.1,-4,0,3,-8,5,-1
Cc1cc(NC(=O)c2cc(C)on2)no1,-1.3,-2,0.0,-4,-1,-3,5,4,-3
Cc1nnsc1C(=O)NNS(=O)(=O)c1cc(C(F)(F)F)cc(C(F)(F)F)c1,-1.2,2,-0.1,24,-6,0,-1,10,1
CN1CCN(c2ccc(Cl)cc2NC(=O)C2COc3ccccc3O2)CC1 (centres undefined),-0.7,-7,-0.1,11,10,1,6,3,-1
O=C(NC(c1ccccc1)c1ccccc1)C1CCCN(S(=O)(=O)c2cnc[nH]2)C1 (centres undefined),-0.4,-6,-0.1,-10,-1,3,8,-1,3
COc1cccc(NC(=O)CSc2nc3n[nH]c(C)c3c(=N)n2-c2cccc(OC)c2)c1,2.9,0,0.0,8,4,10,-5,0,-2
Cc1nc(-c2ccc(NS(=O)(=O)c3ccccc3)cc2)cs1,-0.6,-3,0.2,-10,8,0,-2,-4,-1
CN(C)N1C(=O)CC(NNC(=O)c2ccncc2)C1=O (centres undefined),2.0,2,0.3,-4,-4,18,-2,-2,-2
CC(C)CCN1C(Nc2ccccc2)=NC[C@@H]1CC(C)C,-0.4,-4,0.2,9,-10,-6,2,9,3

# Of the compounds above, these have a furan ring, fused or not:
SMILES,PP5 inh,PP1 counter,Efflux pump inh,PREPL inhibitor,core dimer inh,ZTA DNA inh,EBNA-1 inhibitor,Fh CTSL1 inh,TPT1 inh
Cc1cs/c(=N\N=C2CCCCC2)n1Cc1ccco1,-2.9,-1,0.0,4,-4,15,0,-1,5
NC(=O)c1ccc(C23CC4CC(CC(C4)C2)C3)o1,0.2,-2,0.1,1,0,1,2,-2,0
O=C(c1ccc(CS(=O)Cc2ccc(Cl)cc2)o1)N1CCN(c2cccc(Cl)c2)CC1 (centres undefined),1.0,4,-0.1,2,10,9,2,0,-2
